TMEM16A inh: mouse TMEM16A channel inhibition, primary screen. hit rate 1.2% among 310,000. HEK293 TMEM16A/YFP iodide influx fluorescence, ionomycin. Q8BHY3. normalized B-score (activity score, 25-100; higher = stronger inhibition) at 10 µM. AID 588511;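 active = ratio plate-corrected score three or more library SD toward inhibition, starting fluorescence score within five deviations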;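 also: score derived from kinetic fluorescence span divided by baseline fluorescence per well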
KCNQ1 pot: potentiators or activators of human KCNQ1 potassium channel; P51787; CHO-K1 KCNQ1, thallium flux FluxOR fluorescence; stronger effect = higher value; B-score at 10 µM; hit rate 0.35% among 310,000; AID 2648;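 active = fluorescence ratio B-score, a plate-corrected score, at least three library SD, with initial intensity B-score within 5 SD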
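Medium – assay buffer, equal DMSO in all wells · Material – CHO-K1 cell line with stable KCNQ1 potassium channel expression · Signal – kinetic FluxOR thallium fluorescence, 10-s 1-Hz baseline, 110-s post-stimulus read · Compound – single concentration per compound, DMSO matched to controls · Schedule – 37 °C overnight plating, 90-min dark dye load, 20-min compound pretreatment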
KCNK3 inh: human KCNK3 channel inhibition, primary screen | O14649 | CHO-KCNK3 thallium flux, FluxOR fluorescence; stronger effect = lower value | B-score at 10 µM | hit rate 0.84% among 340,000;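 active = B-score under library mean minus 4 SD, starting fluorescence ratio at most library mean plus 5 SD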;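 also: more negative B-score means stronger inhibition of thallium flux through KCNK3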
HDAC3 inh: inhibitors of human histone deacetylase 3 | O15379 | recombinant HDAC3, fluorogenic peptide/trypsin coupled, fluorescence | inhibition, % at 8.3 µM | hit rate 0.15% among 320,000 | AID 2718; in the data active = inhibition above about 26%, passing the limit was not always enough; inconclusive = no clear call, values can overlap the other calls
Target sequence (O15379 whole entry, looked up): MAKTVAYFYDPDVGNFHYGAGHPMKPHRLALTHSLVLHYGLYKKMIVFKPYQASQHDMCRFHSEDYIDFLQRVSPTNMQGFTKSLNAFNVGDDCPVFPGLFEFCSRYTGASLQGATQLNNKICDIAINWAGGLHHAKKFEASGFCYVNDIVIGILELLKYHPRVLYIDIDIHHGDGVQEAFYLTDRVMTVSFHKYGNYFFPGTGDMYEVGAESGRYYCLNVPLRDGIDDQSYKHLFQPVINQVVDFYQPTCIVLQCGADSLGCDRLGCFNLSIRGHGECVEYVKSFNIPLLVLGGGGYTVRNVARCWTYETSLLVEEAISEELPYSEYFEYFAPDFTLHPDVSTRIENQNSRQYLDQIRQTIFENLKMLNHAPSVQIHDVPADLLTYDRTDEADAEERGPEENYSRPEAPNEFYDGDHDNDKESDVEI
TMEM16A act: mouse TMEM16A channel activation, primary screen. HEK293 TMEM16A/YFP-H148Q/I152L, iodide quench fluorescence; stronger effect = lower value. Q8BHY3. hit rate 0.3% among 340,000. B-score at 10 µM. AID 623877;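 active = fluorescence-ratio B-score plate-corrected deviation score at least 3 library SD below zero, with starting fluorescence score within 5 deviations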;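 also: channel opened by trigger with iodide after compound preincubation; score built on the fluorescence ratio of max minus min over baseline; more negative score means more quench and so TMEM16A activation or potentiation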
KCNQ1 inh: human KCNQ1 channel inhibition | B-score at 10 µM | AID 2642 | hit rate 1.3% among 310,000 | P51787 | CHO-K1 KCNQ1, FluxOR thallium flux fluorescence; stronger effect = higher value;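 active = compounds whose thallium flux B-score, printed positive for inhibition, exceeds three library SD while starting fluorescence stays within three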;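 also: channel opened by potassium depolarization with thallium stimulus after 20 min compound exposure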
hERG rescue: shields human hERG channel from block by proarrhythmic agents; CHO-hERG, FluxOR thallium flux, dofetilide IC70 present; activation (rescue from dofetilide block), less the hit threshold, % at 10 µM; hit rate 0.51% among 310,000;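 active = activation above the mean of controls blocked by dofetilide plus 5 SD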;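 also: thallium influx through hERG after potassium depolarization seen as dye fluorescence rise; in these data hits start at about 4.7%; inactives centre near -7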
KCNK9 inh: human KCNK9 channel inhibition; hit rate 1.2% among 310,000; B-score at 10 µM; Q9NPC2; HEK293 KCNK9, FluxOR thallium flux fluorescence; stronger effect = lower value;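 active = ratio B-score over 3 SD below the library mean, with starting fluorescence within 5 SD of its mean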;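 also: negative B-score means less thallium flux so channel inhibition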
Target sequence (Q9NPC2 whole entry, looked up): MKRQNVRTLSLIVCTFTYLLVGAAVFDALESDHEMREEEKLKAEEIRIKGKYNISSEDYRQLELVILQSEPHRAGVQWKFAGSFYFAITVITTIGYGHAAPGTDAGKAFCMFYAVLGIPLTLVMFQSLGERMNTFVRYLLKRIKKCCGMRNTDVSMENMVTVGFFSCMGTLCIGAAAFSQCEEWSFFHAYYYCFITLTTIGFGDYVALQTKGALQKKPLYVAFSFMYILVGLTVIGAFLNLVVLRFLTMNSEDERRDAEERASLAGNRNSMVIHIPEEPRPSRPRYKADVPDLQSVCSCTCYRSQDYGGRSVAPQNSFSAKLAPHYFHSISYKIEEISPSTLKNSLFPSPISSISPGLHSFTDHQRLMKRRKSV
TRPC4 agonist: opens the mouse TRPC4 cation channel; AID 2237; B-score at 10 µM; HEK293 TRPC4beta/mu-opioid, Fluo4 calcium fluorescence; stronger effect = higher value; hit rate 0.49% among 310,000;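 active = B-score above 5 SD of library B-scores, and initial fluorescence ratio not above library mean plus 5 SD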;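 also: positive B-score marks a calcium rise read as TRPC4 activation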
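Material: TRPC4beta and mu-opioid receptor HEK293 stable cells | Incubation: 45 min room-temperature Fluo4 loading, 110 s read | Detection: Kinetic Fluo4 calcium fluorescence | Measure: Integrated baseline-normalised fluorescence ratio, converted to per-well B score | Benchmarks: Low control buffer alone, high control maximal DAMGO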
DYRK1A inh: inhibitors of rat Dyrk1A kinase. Q63470. ADP-Glo luminescence, NFATc1 peptide. inhibition, % at 12.5 µM. hit rate 0.43% among 310,000; in the data active = inhibition above about 50%;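 also: plate controls were vehicle with enzyme for no effect and no enzyme for full effect; many of its hits are not listed in these tables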
TRPC4 PAM: allosteric potentiators of mouse TRPC4 channel; Q9QUQ5; HEK293 TRPC4beta/mu-opioid, DAMGO EC20, Fluo-4 Ca2+ flux; stronger effect = higher value; B-score at 10 µM; hit rate 0.42% among 310,000;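 active = B-score of calcium response area above 5 SD of library B-scores, with initial fluorescence ratio within 5 SD of library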;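 also: B-score of integrated fluorescence ratio over time as area under calcium response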
* marks the source's active call; other numbers are inactive results; i = inactive; ? = inconclusive; . = not tested or not shown.

The line under a structure holds: DYRK1A inh	hERG rescue	KCNQ1 inh	KCNK9 inh	HDAC3 inh	KCNQ1 pot	TMEM16A act	KCNK3 inh	TMEM16A inh	TRPC4 PAM	TRPC4 agonist
> CCOc1cccc(Nc2ccc([N+](=O)[O-])cn2)c1
→ .	-6	i	i	9	i	i	i	i	i	i
> CCN(CC)CCNC(CC(=O)Nc1ccc(Cl)cc1Cl)C(=O)O (configuration not stated)
→ 3	-6	i	i	-8	i	i	i	i	i	i
> CS(=O)(=O)c1ccc(C(=O)OCC(=O)c2ccc(Cl)s2)cc1
→ 4	-5	i	i	5	i	i	i	i	i	i
> Cc1cccc(C(=O)N2CCCC(Nc3ccc(C)c(C)c3)C2)n1 (configuration not stated)
→ 1	-6	i	i	-1	i	i	i	i	i	i
> COC(=O)[C@@]12CCCN1[C@H](c1ccc(-c3ccc(Cl)c(Cl)c3)cc1)[C@H]1C(=O)N(C)C(=O)[C@H]12
→ 2	-12	i	i	5	i	i	i	100*	i	i
> COc1ccc2oc(-c3ccc(C)c(NC(=O)CSc4ccc(Cl)cc4)c3)nc2c1
→ -2	-9	i	i	-6	i	i	i	i	i	i
> CCOc1ccccc1N(CC(=O)Nc1ccc(C)cc1)S(C)(=O)=O
→ -2	-14	i	i	-7	i	i	i	i	i	i
> Cc1[nH]nc(SCC(=O)N2CCCCC2)c1[N+](=O)[O-]
→ 4	-5	i	i	-2	10*	i	i	i	i	i
> COc1ccccc1NC(=O)C1=C(C)NC(=O)NC1c1ccccc1[N+](=O)[O-] (configuration not stated)
→ .	-19	i	i	4	i	i	i	i	i	i
> O=Cc1ccc(OC(=O)/C=C/c2ccccc2)cc1
→ -1	-5	i	i	1	i	i	i	i	i	i
> CC(=O)C1=C(C)N2CCN=C2S1
→ .	-13	i	i	4	i	i	i	i	i	i
> COc1ccc(N2CCN(C(=O)Cc3nn(C)c(=O)c4ccccc34)CC2)cc1
→ -3	-9	i	i	2	i	i	i	i	i	i
> CCCN1CCC(=O)N([C@H](CSc2ccc(Br)cc2)Cc2ccccc2)CC1
→ .	-16	i	i	2	i	i	i	i	i	i
> COc1ccc(NC(=O)CCC(=O)c2cccs2)cc1S(=O)(=O)Nc1ccc(Cl)cc1
→ -2	-7	i	i	7	i	i	i	i	i	i
> Cn1c(=O)[nH]c(=O)c2c1nc(N1CCCCC1)n2C/C=N/NC(=O)c1cc(Br)ccc1O
→ 5	-8	i	i	.	i	i	i	i	i	i
> O=C(CCc1nc2ccccc2c(=O)[nH]1)NCc1ccco1
→ -1	-7	i	i	-5	i	i	i	i	i	i
> CCOC(=O)c1[nH]c(C)c(C(=O)N(C)Cc2ccccc2)c1C
→ -13	-9	i	i	-1	i	i	i	i	i	i
> CC(OC(=O)C1=COCCO1)C(=O)Nc1ccc(Oc2ccccc2)cc1 (configuration not stated)
→ -2	-5	i	i	1	i	i	i	i	i	i
> Cc1ccc(-c2ccnc(-c3ccc(O)cc3)n2)cc1
→ 0	-6	i	i	-4	i	i	i	i	i	i
> CN1CCN(C(=O)CSc2nc3ccc(NC(=O)c4ccccc4F)cc3s2)CC1
→ 0	-8	i	i	-4	i	i	i	i	i	i
> CC(NC(=O)C1CCN(S(=O)(=O)c2ccc(Br)s2)CC1)c1ccccc1 (configuration not stated)
→ 21	-5	i	i	-9	i	i	i	i	i	i
> CCOc1cc(/C=N/NC(=O)c2cccnc2)ccc1O
→ 0	-8	i	i	.	i	i	i	i	i	i
> Cc1cc(C)n(-c2ccc(C(=O)OCn3nnc4ccccc4c3=O)cc2)n1
→ -10	3	i	i	3	i	i	i	i	i	i
> O=C(Nc1ccccc1C(=O)Nc1ccccn1)c1ccccc1F
→ .	-3	i	i	-4	i	i	i	i	i	i
> O=C(Nc1nnc(COc2ccccc2)s1)c1ccco1
→ 1	0	i	i	6	i	i	i	i	i	i
> Cc1cc(C)cc(NC(=O)C2CCN(C(=O)[C@@H]3Cc4ccccc4CN3)CC2)c1
→ -2	-6	i	i	10	i	i	i	i	i	i
> O=C(COC(=O)Cc1ccc(Cl)cc1)Nc1ccccc1F
→ -4	-3	i	i	-5	i	i	i	i	i	i
> CCCCOC(=O)Nc1ccc(S(=O)(=O)Nc2nc(C)cc(C)n2)cc1
→ 0	-7	i	i	-8	i	i	i	i	i	i
> O=C(O)C1Nc2c(C(F)(F)F)ccc(Cl)c2C2C=CCC12 (configuration not stated)
→ 4	-7	i	i	7	i	i	i	i	i	i
> COC(=O)C12CCC3(SCCS3)C(C(=O)OC)(CCC13SCCS3)C2
→ -7	-12	i	i	1	i	i	i	i	i	i
> O=C(CSc1ncc(C(F)(F)F)cc1Cl)NCC1CCCO1 (configuration not stated)
→ -3	-9	i	i	-4	i	i	i	i	i	i
> Cc1cc(-c2nnc(SCC(=O)c3ccc(F)cc3)o2)no1
→ -1	-9	i	i	1	i	i	i	i	i	i
> O=C(Nn1cnnc1)c1ccccc1-c1ccccc1
→ -3	-5	i	i	0	i	i	i	i	i	i
> O=C(O)c1ccc(N2CCCCC2)cc1O
→ -8	-8	i	i	-3	i	i	i	i	i	i
> CCOC(=O)/C=c1\s/c(=C\c2c(OC)ccc3ccccc23)c(=O)n1CC(=O)NCC1CCCO1 (configuration not stated)
→ 10	-16	i	i	-1	i	i	i	i	i	i
> O=C(CCn1cccc1)NCCc1ccc(Cl)cc1
→ 2	-11	i	i	-5	i	i	i	i	i	i
> O=c1ccc(=O)n(-c2ccccc2)[nH]1
→ 0	-7	i	i	4	i	i	i	i	i	i
> CC(=O)Nc1cccc(Oc2nc(C)cc(C)c2C#N)c1
→ 0	-4	i	i	6	i	i	i	i	i	i
> CNC(=O)c1ccccc1Sc1ccccc1CO
→ -2	-6	i	i	-9	i	i	i	i	i	i
> Cc1ccc(C)c(-n2c(=O)c(C#N)cc3c(=O)n4ccccc4nc32)c1
→ -1	-5	i	i	-294	i	i	i	i	i	i
> O=C(CN1CCN(CCC(=O)Nc2ccccc2F)CC1)Nc1ccc(Cl)cc1
→ 10	-19	i	i	1	i	i	i	i	i	i
> Cc1cc(Cl)cc(C)c1OCCn1ccnc1
→ 1	-9	i	i	2	i	i	i	i	i	i
> Cc1cccc(OCCCC(=O)NC(C)C)c1
→ -2	-4	i	i	16	i	i	i	i	i	i
> COc1ccc(NC(=O)COC(=O)COc2cccc(Br)c2)cc1OC
→ .	-9	i	i	3	i	i	i	i	i	i
> Fc1cccc(CCN2CCNC[C@@H]2Cc2ccccc2)c1
→ 4	-1	i	i	1	i	i	i	i	i	i
> NC(=O)C[C@H]1NC(=O)[C@H](CCC(=O)O)NC(=O)c2cc([N+](=O)[O-])cc(I)c2NCCC[C@@H](C(N)=O)NC1=O
→ -4	-5	i	i	6	i	i	i	i	i	i
> CC/C(=N\NC(=O)CNC(=O)/C=C/c1ccc(OC)cc1)c1ccccc1
→ 1	-9	i	i	2	i	i	i	i	i	i
> CNC(=O)c1cc2cc(Br)ccc2s1
→ .	1	i	i	2	i	i	i	i	i	i
> O=C(NC1CCCC1)C(c1ccccn1)N(C(=O)c1csnn1)C1CC1 (configuration not stated)
→ 2	-16	i	i	-1	i	i	i	i	i	i
> Cc1ccc(S(=O)(=O)N2CCCC2C(=O)NCc2ccccc2Cl)cc1 (configuration not stated)
→ 3	-8	i	i	-8	i	i	i	i	i	i
> COC(CNC(=O)CCCn1nnnc1CN1CCOCC1)c1cccs1 (configuration not stated)
→ -2	-14	i	i	.	i	i	i	.	i	i
> O=C(NCc1cccnc1)c1cccc(C(F)(F)F)c1
→ 2	-9	i	i	3	i	i	i	i	i	i
> O=C(OCc1ccc([N+](=O)[O-])cc1)c1ccc2ccccc2n1
→ 6	-12	i	i	-2	i	i	i	i	i	i
> CCCC(=O)Nc1nc(-c2ccc3c(c2)CCN3S(C)(=O)=O)cs1
→ 8	-3	i	i	-6	i	i	i	i	i	i
> O=C(Nc1cccc(-c2cccc(F)c2)c1)C1CCN(C2CCOCC2)CC1
→ 0	-11	i	i	-1	i	i	i	i	i	i
> CCOc1[nH]n(-c2ccccc2)c(=O)c1C=Nc1ccc(OC)cc1
→ -5	-10	i	i	-7	i	i	i	i	i	i
> CC1(C)Cc2noc(N)c2C(C)(C)N1OC(=O)c1scc2c1OCCO2
→ 1	-5	i	i	3	i	i	i	i	i	i
> O=C(O)c1cc(N2C(=O)CCC2=O)ccc1NCc1cccnc1
→ 3	-5	i	i	-4	i	i	i	i	i	i
> COC(=O)c1sccc1NC(=O)CN(C)NS(=O)(=O)c1ccc(Cl)cc1
→ 6	-10	i	i	3	i	i	i	i	i	i
> O=C(Cn1[nH]c(=O)c2ccccc2c1=O)Nc1cccc(-c2nnc3n2CCCCC3)c1
→ 9	.	.	.	5	.	i	i	i	.	.

(more compounds)
The line under a structure holds: DYRK1A inh	hERG rescue	KCNQ1 inh	KCNK9 inh	HDAC3 inh	KCNQ1 pot	TMEM16A act	KCNK3 inh	TMEM16A inh	TRPC4 PAM	TRPC4 agonist
> N#CC(C#SN)=C1CCCCC1
→ -8	-6	i	i	5	i	i	i	i	i	i
> CCN(c1ccccc1)S(=O)(=O)c1ccc(C(=O)Nc2ncccc2O)cc1
→ -4	-12	i	i	?	i	i	i	i	i	i
> Cc1ccc(S(=O)(=O)CC(=O)NC2CC2)cc1
→ 1	-9	i	i	0	i	i	i	i	i	i
> COCC(=O)Nc1cccc(-c2ccc3nncn3n2)c1
→ -2	-4	i	i	0	i	i	i	i	i	i
> Oc1ccc(C2C=C(c3ccc(F)cc3)Nc3ncnn32)cc1 (configuration not stated)
→ -1	-17	i	i	.	i	i	i	.	i	i
> Cc1ccc2oc(-c3ccc(NC(=O)CC(C)C)cc3)nc2c1
→ -5	-1	i	i	-5	i	i	i	i	i	i
> COc1cccc(C(=O)NCC(=O)N/N=C(\C)Cc2ccccc2)c1
→ 2	-2	i	i	-4	i	i	i	i	i	i
> Cc1ccc(N2C(=O)C3CCC(C)(C2=O)C3(C)C)cc1 (configuration not stated)
→ -6	-2	i	i	12	i	i	i	i	i	i
> Cc1ccc(S(=O)(=O)NCCn2nc(C)cc2C)cc1
→ -3	-2	i	i	-11	i	i	i	i	i	i
> N#CCn1c(C2CCCCC2)nc2ccccc2c1=O
→ 6	-2	i	i	-3	i	.	i	i	i	i
> c1ccc(SCCCCN2CCOCC2)cc1
→ -2	-7	i	i	-3	i	i	i	i	i	i

Source: PubChem (several laboratories)

Not all compounds are listed (hit frequency here may not be typical).
